# Assay outcomes (PubChem BioAssay)
# CHT block – inhibits the human high affinity choline transporter | CHT-expressing cells, membrane potential dye, choline response; stronger effect = lower value | B-score at 10 µM | Q9GZV3 | actives 0.86% (n = 310,000);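 active = B-score over 3 SD under the library average, and starting fluorescence ratio not unusually high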;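 also: choline stimulus applied at its EC90 after an EC20 pre-addition; B-score computed on integrated fluorescence ratio after choline addition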
# Target sequence (Q9GZV3 whole entry, looked up): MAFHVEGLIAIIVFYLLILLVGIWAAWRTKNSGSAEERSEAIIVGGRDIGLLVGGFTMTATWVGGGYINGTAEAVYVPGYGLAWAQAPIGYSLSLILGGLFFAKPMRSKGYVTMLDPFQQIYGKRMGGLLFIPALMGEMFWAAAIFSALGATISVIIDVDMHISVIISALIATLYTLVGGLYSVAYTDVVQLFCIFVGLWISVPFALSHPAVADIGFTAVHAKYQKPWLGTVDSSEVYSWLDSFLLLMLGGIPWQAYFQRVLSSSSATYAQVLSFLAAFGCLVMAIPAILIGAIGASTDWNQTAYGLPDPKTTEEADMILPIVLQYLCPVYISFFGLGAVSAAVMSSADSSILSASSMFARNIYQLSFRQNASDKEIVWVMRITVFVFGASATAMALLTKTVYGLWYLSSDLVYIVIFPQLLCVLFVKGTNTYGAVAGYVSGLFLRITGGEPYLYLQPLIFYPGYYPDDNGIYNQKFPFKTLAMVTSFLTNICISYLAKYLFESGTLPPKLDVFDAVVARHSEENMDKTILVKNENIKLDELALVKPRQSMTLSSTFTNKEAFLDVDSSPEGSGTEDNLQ
# KCNQ2 inh – KCNQ2 channel blockers in CHO-K1 cells – cell-based, FluxOR thallium flux, B-score, primary screen (AID 2156) | 20 min; stronger effect = lower value | B-score at 10 µM | actives 1.1% (n = 310,000);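 active = fluorescence ratio B-score at most minus 3 library SDs, with starting brightness B-score within 2 library SDs, cut at about -5.5 in these data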
# Starred values were filed as active, the others as inactive; i = inactive; · = not tested or not shown.
CHT block,KCNQ2 inh,Molecule
i,i,N#Cc1c(-c2ccccc2)cc(-c2ccccc2)nc1SCC(=O)NCC(=O)O
i,i,Cc1ccc(SCC(=O)c2c(C)nc3ccccn23)cc1
i,i,Cc1ccc2c(c1)N(C(=O)CCC(=O)N1CCC(C(N)=O)CC1)CCO2
i,i,COc1ccc2c(c1)-c1c(ssc1=S)C(C)(C)N2C(=O)CSC1=NCCS1
i,i,Cc1ccc(CC(=O)O/N=C(\N)Cc2ccc([N+](=O)[O-])cc2)cc1
i,i,CCN1CC(CN(C)Cc2nc(-c3ccco3)oc2C)CC1=O (stereo not given)
i,i,Cc1cccc(C(C)C)c1NC(=O)C1CN(S(=O)(=O)c2ccccc2)CCN1S(=O)(=O)c1ccccc1 (stereo not given)
i,i,COc1ccccc1NC(=O)N(CCCN1CCOCC1)Cc1cc2cc3c(cc2[nH]c1=O)OCO3
i,i,CCS(=O)(=O)N1CCN(c2ccc(C(=O)NC3C4CC5CC(C4)CC3C5)cc2[N+](=O)[O-])CC1 (stereo not given)
i,i,CCNC(=O)/C(C#N)=C/c1c(N(Cc2ccccc2)Cc2ccccc2)nc2ccccn2c1=O
i,i,COc1ccccc1OCC(=O)Nc1nc(C)c(C)s1
i,i,Cc1cc(C(=O)N/N=C/c2c(C)nn(-c3ccccc3)c2C)n[nH]1
i,i,O=[N+]([O-])c1cc2c(cc1C=Nc1ccccc1)OCO2
i,i,Cc1ccc(NC(=S)NNC(=O)Cn2nc([N+](=O)[O-])cc2C)cc1
i,i,CN1CCN(C(=O)C2CC(=O)N(c3ccc(Cl)cc3)C2)CC1 (stereo not given)

# Following part:
CHT block,KCNQ2 inh,Molecule
i,i,Cc1ccc(C(=O)CCC(=O)Nc2ccccc2C)c(C)c1
i,i,COC(=O)Cc1ccc(NC(=S)NNC(=O)c2ccccc2Br)cc1
i,i,CC(C)(CO)NCc1cccc(OCc2ccc(Cl)cc2)c1
i,i,Cc1ccc(-c2c(C(=O)NCc3ccccc3)oc(=O)c3ccccc23)cc1
i,i,O=C(Nc1ccc(N2CCOCC2)cc1)c1cccnc1
i,i,CCOC(=O)c1c(NC(=O)C2=C(C)NC(=S)NC2c2ccc(C)cc2)sc(C)c1C (stereo not given)
i,i,Cn1c(=O)cc(OCCCC(=O)NCc2ccccn2)c2ccccc21
i,i,O=C(CSCc1ccccc1)NCCc1ccc(F)cc1
i,i,O=C(NNC(=O)c1ccco1)c1ccccc1
i,i,O=C(COc1cc2oc(=O)c3c(c2cc1Cl)CCC3)NCCCn1ccnc1
i,i,COc1cccc(OCCNC(=O)c2cc([N+](=O)[O-])cc([N+](=O)[O-])c2)c1
i,i,COc1ccc(N2C(=O)C(F)(F)C2c2ccc(C)cc2)cc1OC (stereo not given)
i,i,CCOC(=O)c1cc2c(n(-c3ccccc3)c1=O)CC(C)(C)CC2=O
i,i,O=C1OCCN1S(=O)(=O)Nc1ccccc1
i,i,N/C(=N\OC(=O)CCn1cccc(C(F)(F)F)c1=O)c1ccc(OC(F)(F)F)cc1

# Following part:
CHT block,KCNQ2 inh,Molecule
i,i,C[C@@H](C(=O)Nc1ccccc1N1CCOCC1)N1C(=O)C2CC=CCC2C1=O (stereo not given in full)
-5.07*,i,CCC(CC)c1nnc(NC(=O)c2c(C)nn(Cc3ccccc3Cl)c2C)s1
i,i,c1ccc2c(c1)CCCn1nnnc1-2
i,i,Cc1ccc(C2CC(=O)NC(SCC(=O)Nc3nccs3)=C2C#N)cc1 (stereo not given)
i,i,CCCCOC(=O)c1cc(=O)[nH]c(=O)[nH]1
i,i,CC(C)COc1ccc(C(=O)Nc2ccc(NC(=O)c3ccco3)c(Cl)c2)cc1
i,i,CN1CCN(C(=O)NC2CCCN2S(=O)(=O)c2ccc(Cl)cc2)CC1 (stereo not given)
i,i,CCOC(=O)N1CCC(N2CCN(C3CCCC3)C(CCO)C2)CC1 (stereo not given)
i,i,CN(C)S(=O)(=O)N1CCN(CC(=O)Nc2ccc(F)cc2)CC1
i,i,O=C(/C=C/N1CCN(Cc2ccccc2)CC1)C(F)(F)F
i,i,O=C(C1CC1)N1CCc2cc(Br)cc(S(=O)(=O)NCc3ccc4c(c3)OCO4)c21
i,i,CC1(C)C2CCC1(C(=O)O)c1nc3ccccc3nc12 (stereo not given)
i,i,CN1CN=C(NS(=O)(=O)c2ccc([N+](=O)[O-])cc2)NC1
i,·,c1csc(-c2nc3nc4ccccc4nc3n2Cc2ccc3c(c2)OCO3)c1
i,i,Cc1ccc(OCC(=O)Nc2ccc(N3CCOCC3)cc2)c([N+](=O)[O-])n1

# Reprinted at random: 5 compounds from above.
CHT block,KCNQ2 inh,Molecule
i,i,COc1ccc2c(c1)-c1c(ssc1=S)C(C)(C)N2C(=O)CSC1=NCCS1
i,i,C[C@@H](C(=O)Nc1ccccc1N1CCOCC1)N1C(=O)C2CC=CCC2C1=O (stereo not given in full)
i,i,O=C1OCCN1S(=O)(=O)Nc1ccccc1
i,i,Cc1ccc(OCC(=O)Nc2ccc(N3CCOCC3)cc2)c([N+](=O)[O-])n1
i,i,COc1ccc(N2C(=O)C(F)(F)C2c2ccc(C)cc2)cc1OC (stereo not given)

# Carrying on.
CHT block,KCNQ2 inh,Molecule
i,i,Cc1nn(-c2ccccc2)cc1/C=N/NS(=O)(=O)c1ccccc1
i,i,CCC(C)(C)NC(=O)C1CCN(c2nc(OC)nc(OC)n2)CC1
i,i,O=C(NCCc1c[nH]c2ccccc12)C1CCN(S(=O)(=O)c2ccccc2F)CC1
i,i,Cc1ccc(Cn2c(=N)c(C(=O)NC3CCCCC3)cc3c(=O)n4ccccc4nc32)cc1
i,i,Cc1c(CCO)c(=O)n2c([nH]c3ccccc32)c1C#N
i,i,O=C(CCc1ccccc1)N=C1SC2CS(=O)(=O)CC2N1c1ccccc1 (stereo not given)
i,·,Cc1ccc(S(=O)(=O)N2[C@@H](c3ccccc3)C(C(=O)O)=CC[C@H]2c2cccc(Cl)c2)cc1
i,i,Cn1ncc(SCc2ccccc2)c(Cl)c1=O
i,i,N#Cc1c(N)nc(SCC(=O)NCc2ccc3c(c2)OCO3)c(C#N)c1-c1cccs1
i,i,CC1CCCC(C)N1C(=O)COC(=O)c1ccc(F)c(S(=O)(=O)N2CCOCC2)c1 (stereo not given)
i,i,CCC(=O)N1CCN(c2ccc(NC(=O)c3ccc(N4CCOCC4)c([N+](=O)[O-])c3)cc2)CC1
i,i,CC(=O)C1=C(O)C(=O)N(c2ccc(C(=O)O)cc2)C1c1ccccc1 (stereo not given)
i,i,CC(C)(C)c1ccc(S(=O)(=O)NCC(=O)N2CCN(C(=O)c3ccco3)CC2)cc1
i,i,CC(=O)OC1CSc2nc3ccccc3n2C1 (stereo not given)
i,i,CN1CCCN(C(=O)/C=C/c2ccc(F)cc2)CC1

# One compound at a time, as listed above:
# Cc1ccc(Cn2c(=N)c(C(=O)NC3CCCCC3)cc3c(=O)n4ccccc4nc32)cc1 across the screens: CHT block: i; KCNQ2 inh: i
# O=C(CCc1ccccc1)N=C1SC2CS(=O)(=O)CC2N1c1ccccc1 (stereo not given) across the screens: CHT block: i; KCNQ2 inh: i
# CCC(=O)N1CCN(c2ccc(NC(=O)c3ccc(N4CCOCC4)c([N+](=O)[O-])c3)cc2)CC1 across the screens: CHT block: i; KCNQ2 inh: i

# (more compounds)
CHT block,KCNQ2 inh,Molecule
i,i,Cc1sc2nc(CN3CCOCC3)[nH]c(=O)c2c1-c1ccccc1
i,i,O=C(C[n+]1ccccc1)N/N=C/c1ccco1
i,i,CCn1c(=S)sc2c(=O)[nH]c(SCC(=O)Nc3cc(OC)ccc3OC)nc21
i,i,COc1cccc(C2C(C(=O)c3cccs3)=C(O)C(=O)N2c2cc(C)on2)c1 (stereo not given)
i,i,Cc1cc(C)cc(OCC(=O)Nc2ccc(F)cc2)c1
i,i,COc1cc(NC(=O)C2CCC(CNc3c(N4CCC(C)CC4)c(=O)c3=O)CC2)cc(OC)c1 (stereo not given)
i,i,O=C(N/N=C/c1cccc2nccnc12)c1ccncc1
i,i,COc1cc(C2c3c(oc4cc(C)c(C)cc4c3=O)C(=O)N2c2cc(C)ccn2)ccc1O (stereo not given)
i,i,CSCCC(NC(=O)OCc1ccccc1)C(=O)O (stereo not given)
i,i,COc1ccccc1N1CCN(c2ncnc3sc(C(=O)NCC4CCCO4)c(C)c23)CC1 (stereo not given)
i,i,CCCCn1nc(NC(=O)CCC)c2cc3cc(OC)ccc3nc21
i,i,CCOC(=O)c1c(-c2cccs2)csc1NC(=O)CCCC(=O)O
i,i,O=C(c1cccnc1)N(Cc1ccccc1)c1ccccc1
i,i,O=C(NC1CCCc2ccccc21)c1ccc2c(c1)OCO2 (stereo not given)
i,i,Cc1nnc(SCC(=O)NC2CCCCCC2)n1C(C)C

# Further structures follow.
CHT block,KCNQ2 inh,Molecule
i,i,CC(C)N1CCC2(CC1)C(C#N)=C(N)NC(S)=C2C#N
i,i,O=C(CCCn1cc([N+](=O)[O-])cn1)N1CCCCC1
i,i,O=S(=O)(O)c1cc(O)c2c(O)c(N=Nc3cc(Cl)ccc3O)c(S(=O)(=O)O)cc2c1
i,i,O=C(COc1ccccc1)N1CCCCCCC1
i,i,Cc1cnc(C(=O)OCC(=O)N=c2sccn2Cc2ccccc2Cl)cn1
i,i,CN1Cc2ccccc2CC1CNCc1c(C(=O)N2CCCC2)nc2ccccn12 (stereo not given)
i,i,Cc1ccc(S(=O)(=O)N2CCN(C(=O)CCC(=O)OCC(=O)Nc3cccc(C#N)c3)CC2)cc1
i,i,CSc1oc(-c2ccc(F)cc2)nc1S(=O)(=O)c1ccccc1
i,i,CCOc1ccc(C(OC(=O)c2ccco2)C(=O)NCc2ccc(C)cc2)cc1 (stereo not given)
i,i,CC(=O)Nc1cc2c(cc1C(=O)c1ccccc1)OCCO2
i,i,COC(=O)CC(=O)Cc1nc(N)nc(Nc2ccc(C)c(C)c2)n1
i,i,Cc1c(O)c(=O)ccn1Cc1ccccc1
i,i,CC(=O)c1ccc(NC(=O)c2ccc3nc(-c4ccco4)c(-c4ccco4)nc3c2)cc1
i,i,Cc1ccc(-n2nc3c(Cl)nnc(C)c3c2C)cc1
i,i,COc1ccc(S(=O)(=O)N(CC(=O)NCC2CCCO2)C2CCCCC2)cc1OC (stereo not given)

# Further entries:
CHT block,KCNQ2 inh,Molecule
i,i,Cc1ccnc2nc(C(=O)N3CCN(S(=O)(=O)c4ccccc4)CC3)nn12
i,i,OC(COc1ccc(CN2CCSCC2)cc1)CN1CCCCC1 (stereo not given)
i,i,CN(c1ccc(C(=O)NC2CCCC2)cc1)S(=O)(=O)c1ccccc1
i,i,Nn1c(-c2cccc(Br)c2)n[nH]c1=S
i,i,CCCc1cc(=O)[nH]c(Nc2cc(OC)ccc2OC)n1
i,i,O=C(CCCOc1cccc(Br)c1)NC1CCC(O)CC1 (stereo not given)
i,i,O=C(Cc1nc2ccccc2[nH]1)c1ccc(Br)cc1
i,i,CCOC(=O)N1CCC(NC(=O)C2CCN(S(=O)(=O)c3c(C)noc3C)CC2)CC1
i,i,CCCCNc1c(N)n(CCCC)c(=O)[nH]c1=O
i,i,O=C(COC(=O)c1cccc(S(=O)(=O)N2CCN(c3ccccc3)CC2)c1)NCc1ccco1
i,i,O=C1C=C(NCc2ccc(Cl)c(Cl)c2)CC1
i,i,COCCCn1c(C(=O)NCCN2CCOCC2)cc2c(=O)n3cccc(C)c3nc21
i,i,COc1ccc(N(CC(=O)Nc2cccnc2)S(C)(=O)=O)cc1
i,i,COC(=O)c1ccccc1C(=O)c1cccc2ccccc12
i,i,Cc1ccc(NC(=O)c2sc3nc(C)cc(C)c3c2N)cc1

# Not a retest: entries from further up.
CHT block,KCNQ2 inh,Molecule
i,i,COc1ccc(N(CC(=O)Nc2cccnc2)S(C)(=O)=O)cc1
i,i,COC(=O)c1ccccc1C(=O)c1cccc2ccccc12
i,i,Cc1ccc(NC(=O)c2sc3nc(C)cc(C)c3c2N)cc1

# New compounds follow.
CHT block,KCNQ2 inh,Molecule
i,i,CON(c1nc(Cl)nc(N(C)C)n1)S(=O)(=O)c1ccccc1Cl
i,i,O=C(CCCC1=NS(=O)(=O)c2ccccc2N1)N1CCN(c2ccccc2)CC1
i,i,O=C(NCCc1ccccc1)c1ccccc1F
i,i,Cc1ccc(SC/C(O)=C(\C#N)c2nc3ccccc3n2C)cc1
i,i,COC(CNC(=O)CN1CCN(Cc2ccccc2F)C1=O)OC
i,i,O=C(Nc1ccccc1C(F)(F)F)N1CCN(c2ccccn2)CC1
i,i,CN(C)S(=O)(=O)c1ccc(C(=O)NNC(=O)C2COc3ccccc3O2)cc1 (stereo not given)
i,i,COCCSc1ccccc1C(=O)Nc1ccc(Br)cc1
i,i,CCOC(=O)c1cnc2c(N=Nc3ccccc3)c(N)nn2c1N
i,i,O=C(CC1C(=O)NCCN1Cc1ccccc1)NC1CCCCCC1 (stereo not given)
i,i,CC1CCc2c(nc3ncnn3c2Nc2ccc(OC(F)(F)F)cc2)C1 (stereo not given)
i,i,Cc1cc(C)nc(NC(=O)C(c2ccccc2)c2ccccc2)c1
i,i,Cc1cccc(C(=O)Nc2ccc(C(=O)/C=C/c3cccnc3)cc2)c1
i,i,COc1cccc2sc(Nc3nc(-c4ccccn4)cs3)nc12
i,i,Cc1ccc(C)c(Oc2coc3cc(O)ccc3c2=O)c1

# Other results follow:
CHT block,KCNQ2 inh,Molecule
i,i,COc1ccc(OC)c(NC(=O)CSc2nnc3ccc(-c4ccccn4)nn23)c1
i,i,C=CCNc1ncnc2ccc(Br)cc12
i,i,O=C(Nc1ccc(F)cc1)Nc1ccc2ccccc2n1
i,i,CCCc1cc(=O)oc2cc(C)cc(OCC(=O)N[C@@H](CSCc3ccccc3)C(=O)O)c12
i,i,Cc1ncc(CO)c(/C=N/NC(=O)c2cccc(S(=O)(=O)N3CCCC3)c2)c1O
i,i,COc1ccccc1NC(=S)N(Cc1ccccc1)Cc1cccs1
i,i,COc1cc(SC)ccc1C(=O)OCC(=O)NCCNC(=O)COC(=O)c1ccc(SC)cc1OC
i,i,COCCNC(=O)c1ccc(C)c(NC(=O)C2=C(C)OCCS2)c1
i,i,COC(=O)CC1C(=O)NCCN1C(=O)Nc1ccc(Cl)c(Cl)c1 (stereo not given)
